CHO-K1 Ca ag: M1 agonist counterscreen hit in parental CHO-K1 cells; Fluo-8 calcium fluorescence; scaled to maximal ATP response, vehicle zero; activation, % at 3 µM; actives 0.48% (n = 360,000); AID 602248; in the data active = activation above about 15%;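 also: untransfected CHO-K1 host cells lacking M1 receptor as counterscreen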
M4 ag: CHRM4 agonism in calcium assay. P08173. CHO-K1 hM4/Gqi5, Fluo-8 calcium fluorescence; vehicle 0%, full acetylcholine response 100%. activation, % at 3 µM. actives 0.14% (n = 360,000);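 active = activation above the run mean over all test wells plus 3 SD, cut at about 32% in these data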;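 also: peak over basal fluorescence ratio per well then scaled between controls; 0% = DMSO wells and 100% = acetylcholine at EC100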
Target sequence (P08173 whole entry, looked up): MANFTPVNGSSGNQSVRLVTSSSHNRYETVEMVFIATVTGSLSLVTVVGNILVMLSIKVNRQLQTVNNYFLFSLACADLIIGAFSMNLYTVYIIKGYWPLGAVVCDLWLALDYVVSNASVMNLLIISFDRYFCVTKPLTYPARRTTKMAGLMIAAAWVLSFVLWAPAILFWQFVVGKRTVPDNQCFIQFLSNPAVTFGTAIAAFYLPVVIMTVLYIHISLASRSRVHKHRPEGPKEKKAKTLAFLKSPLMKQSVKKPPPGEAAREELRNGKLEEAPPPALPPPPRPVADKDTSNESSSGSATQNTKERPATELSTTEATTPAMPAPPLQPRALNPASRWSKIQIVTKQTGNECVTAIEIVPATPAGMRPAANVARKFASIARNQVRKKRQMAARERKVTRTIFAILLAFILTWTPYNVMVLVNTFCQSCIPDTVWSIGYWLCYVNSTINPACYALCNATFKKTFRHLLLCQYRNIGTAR
CHRM5 agonist: agonists of human muscarinic M5 receptor (CHRM5); CHO-K1 hM5 cells, Fluo-8 calcium fluorescence; 0% DMSO wells, 100% maximal acetylcholine response; activation, % at 3 µM; actives 0.19% (n = 360,000); AID 624037;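 active = activation above the run's mean over test compounds plus 3 SD, cut at about 23% in these data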;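 also: signal is peak over basal fluorescence ratio across the kinetic read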
Target sequence (P08912 whole entry, looked up): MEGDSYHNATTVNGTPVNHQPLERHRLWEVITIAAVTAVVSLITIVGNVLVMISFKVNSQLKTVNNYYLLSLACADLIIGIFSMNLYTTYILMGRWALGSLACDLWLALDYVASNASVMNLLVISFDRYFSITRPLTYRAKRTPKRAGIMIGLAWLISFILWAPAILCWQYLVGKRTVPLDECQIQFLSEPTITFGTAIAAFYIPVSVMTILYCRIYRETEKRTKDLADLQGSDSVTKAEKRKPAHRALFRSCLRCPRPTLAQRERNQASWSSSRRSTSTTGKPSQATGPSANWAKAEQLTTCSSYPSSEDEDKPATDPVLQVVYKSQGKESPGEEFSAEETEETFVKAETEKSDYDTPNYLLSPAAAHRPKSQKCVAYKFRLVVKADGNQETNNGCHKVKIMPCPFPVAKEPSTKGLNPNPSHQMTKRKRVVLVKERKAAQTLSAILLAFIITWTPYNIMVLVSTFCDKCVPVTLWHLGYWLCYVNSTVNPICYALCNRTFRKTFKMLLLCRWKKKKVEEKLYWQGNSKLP
CHO-K1 Ca antag: counter-screen for M1 antagonists: effect in parental CHO-K1 cells; ATP-induced calcium, Fluo-8 fluorescence; inhibition, % at 3 µM; actives 0.6% (n = 360,000);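 active = inhibition above a per-plate cutoff, the plate's mean sample inhibition plus 3 SD, cut at about 24% in these data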;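 also: 0% = DMSO plus EC80 ATP and 100% = DMSO alone without ATP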
M5 antag: antagonists of human muscarinic M5 receptor (CHRM5); actives 0.59% (n = 360,000); P08912; CHO-hM5 cells, Fluo-8 calcium fluorescence, ACh EC80; AID 624040; inhibition, % at 3 µM;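 active = inhibition above a per-plate cutoff, the mean of that plate's test compounds plus 3 SD, cut at about 27% in these data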;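 also: 0% = acetylcholine EC80 with DMSO and 100% = DMSO without agonist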
CHRM4 antagonist: blocks acetylcholine activation of human M4 receptor. inhibition, % at 3 µM. actives 0.73% (n = 360,000). CHO-hM4 cells, ACh EC80, Fluo-8 calcium fluorescence. P08173;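 active = inhibition above its plate's cutoff, the mean inhibition of sample wells plus 3 SD, cut at about 27% in these data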;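 also: 0% = acetylcholine EC80 with DMSO and 100% = DMSO without agonist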
CHRM5 PAM: positive allosteric modulators of human muscarinic M5 receptor | CHO-K1 hM5, Fluo-8 calcium, ACh EC20 PAM; 0% = ACh EC20, 100% = ACh EC100 | activation, % at 3 µM | actives 0.3% (n = 360,000);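 active = activation above the run cutoff, the mean activation of all test compounds plus 3 SD, cut at about 18% in these data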
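Assay system – human M5 receptor in CHO-K1 cells · Read-out – % activation, ACh-normalized · Technique – Fluo-8 calcium fluorescence · Dosing – single-point, 3 µM nominal · Incubation – Fluo-8 loading 80 min at 37 °C plus 30 min room temperature · Repeats – singlicate, one well per test compound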
CHRM4 PAM: potentiates acetylcholine response at human M4 receptor; P08173; CHO-K1 hM4/Gqi5, Fluo-8 calcium fluorescence, ACh EC20; 0% = ACh EC20, 100% = maximal ACh; activation, % at 3 µM; actives 0.4% (n = 360,000);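 active = activation above its plate's cutoff, the mean activation of sample wells plus 3 SD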; also: some results filed as inactive read as strong as hits
M1 PAM parental: M1 PAM counterscreen hit in parental CHO-K1 cells | ATP EC20, Fluo-8 calcium fluorescence; 0% at ATP EC20, 100% at ATP max | activation, % at 3 µM | actives 0.02% (n = 360,000) | AID 602247;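 active = activation above the run cutoff, the mean activation of all test compounds plus 3 SD, cut at about 40% in these data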;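 also: peak over basal fluorescence ratio in a 140 s read after ATP addition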
Numbers without * were called inactive; & = joins results of further samples.

SMILES	CHO-K1 Ca ag	M4 ag	CHRM5 agonist	CHO-K1 Ca antag	M5 antag	CHRM4 antagonist	CHRM5 PAM	CHRM4 PAM	M1 PAM parental
COc1ccc(NC(=O)N(C)C[C@H]2Oc3c(NS(=O)(=O)c4cn(C)cn4)cccc3C(=O)N([C@H](C)CO)C[C@@H]2C)cc1	0.5	1	1	-28	-5	-16	-2	1	16
CC(=O)Nc1ccc(NC(=O)CSc2nnc(NC(=O)c3ccco3)s2)cc1	1.5	1	-6	11	4	0	0	14	1
Cc1ccc(SCC(=O)OCC(=O)N(CC(C)C)c2c(N)n(Cc3ccccc3)c(=O)[nH]c2=O)cc1C	0.8	0	0	-4	-5	-4	5	8	15
CN(CC(=O)OCC(=O)NCc1ccccc1)S(=O)(=O)c1ccc(F)cc1	0.3	2	1	-6	4	-22	3	4	4
COc1ccccc1C(c1nnnn1CS(=O)(=O)c1ccc(C)cc1)N1CCSCC1 (stereo unspecified)	0.3	1	2	-8	-6	-8	0	5	13
NS(=O)(=O)c1ccc(N2N=C(c3ccc(Br)cc3)CC2c2ccc(F)cc2)cc1 (stereo unspecified)	-0.3	-1	-2	1	1	10	-9	10	3
COc1ccc(C(=O)N(Cc2ccco2)Cc2cc3cc(C)ccc3[nH]c2=O)cc1OC	2.6	3	0	-11	4	9	-7	3	9
O=C(c1ccc(Cl)c(Cl)c1)N1CCC(=O)N(C(COCc2ccc(Cl)cc2)Cc2ccccc2)CC1 (stereo unspecified)	0.8	2	5	-17	6	0	1	2	24
CC(C)(O)C#Cc1ccc(C(=O)Nc2ccc3c(c2)OCO3)s1	3.0	3	-2	0	10	9	-4	1	14
CN(C)c1ccc(CNC(=O)C2(C)Cc3c(-c4cccc(C(N)=O)c4)ccnc3O2)cc1 (stereo unspecified)	0.5	1	0	-7	11	-6	-3	-1	11
Cn1c(=O)c2cc(S(=O)(=O)Nc3cc(C(=O)O)cc(C(=O)O)c3)ccc2n(C)c1=O	0.3	0	0	-13	10	6	1	-13	8
COC(=O)c1ccccc1N=NNc1ccc([N+](=O)[O-])cc1	0.4	0	0	-2	0	-9	-3	2	16
O=C1[C@@H]2C(Cc3ccc(O)cc3)NC3(C(=O)Nc4ccc(F)cc43)[C@@H]2C(=O)N1c1ccc(F)cc1 (stereo partly specified)	0.4	1	2	-19	-6	8	4	-1	31
c1ccc2c(N3CCCCC3)nc(N3CCCCC3)nc2c1	1.1	2	-11	2	1	-6	-2	-4	22
COc1cc2ccc(=O)oc2c(O)c1O	-0.2	-1	0	5	9	5	-5	-2	7
CC(=O)C1=C(O)C(=O)N(Cc2ccccc2)C1c1ccccc1F (stereo unspecified)	0.4	1	-5	-3	-12	-3	2	7	5
O=C(COc1cc(Cl)ccc1Cl)Nc1ccc2c(c1)CCC2	-0.1	-1	0	-7	4	-7	-5	-6	16
Nc1nc(=S)[nH]c2c1C1(CCCCC1)Cc1ccccc1-2	-0.3	0	0	9	-1	-4	1	8	4
c1coc(C2=Nc3cccc4cccc(c34)N2)c1	-0.1	1	3	0	-4	-1	9	-5	11
Cc1ccc(C)c(N2CN(Cc3cccnc3)CNC2=S)c1	0.5	0	1	3	0	12	-1	-6	11

Reprinted at random: three entries already listed, in no set order.
SMILES	CHO-K1 Ca ag	M4 ag	CHRM5 agonist	CHO-K1 Ca antag	M5 antag	CHRM4 antagonist	CHRM5 PAM	CHRM4 PAM	M1 PAM parental
Cc1ccc(SCC(=O)OCC(=O)N(CC(C)C)c2c(N)n(Cc3ccccc3)c(=O)[nH]c2=O)cc1C	0.8	0	0	-4	-5	-4	5	8	15
CC(=O)Nc1ccc(NC(=O)CSc2nnc(NC(=O)c3ccco3)s2)cc1	1.5	1	-6	11	4	0	0	14	1
c1ccc2c(N3CCCCC3)nc(N3CCCCC3)nc2c1	1.1	2	-11	2	1	-6	-2	-4	22

More results follow:
SMILES	CHO-K1 Ca ag	M4 ag	CHRM5 agonist	CHO-K1 Ca antag	M5 antag	CHRM4 antagonist	CHRM5 PAM	CHRM4 PAM	M1 PAM parental
Cn1c(=O)n(C)c2cc([N+](=O)[O-])c(N3CCN(S(=O)(=O)c4ccc5ccccc5c4)CC3)cc21	0.6	2	1	-14	-4	0	5	8	12
Nc1ccccc1NC(=O)NC(=O)c1ccccc1	3.1	3	0	1	16	0	1	0	-2
COc1ccc(OCC(=O)NNC(=O)c2cccc(C)c2)cc1	0.8	0	-3	3	8	-25	-2	7	14
COC(=O)c1ccc(CSc2nnc(NC(=O)C3CC(=O)N(c4ccc5c(c4)OCCO5)C3)s2)cc1 (stereo unspecified)	0.3	2	-3	-7	2	5	2	-12	-4
O=C(NC(Cc1ccccc1)C(=O)O)/C(=C/c1ccco1)NC(=O)c1cccc(Br)c1 (stereo unspecified)	4.2	1	-1	-3	-2	-4	1	6	30
Cc1ccc(NC(=O)c2nnn(-c3cccc(C(F)(F)F)c3)c2N)cc1	1.4	1	1	-18	-4	-17	12	2	19
CC(C)C(=O)N1CCN(c2ccc(NC(=S)NC(=O)c3cc4ccccc4o3)cc2)CC1	6.5	8	0	-15	0	-7	-3	3	17
O=C(OCC(=O)N1CCN(S(=O)(=O)c2ccccc2)CC1)c1ccc([N+](=O)[O-])o1	0.4	1	-3	4	3	6	3	-6	-1
Nc1nc(NCc2ccco2)nc(Nc2ccc(F)cc2)c1[N+](=O)[O-]	3.9	14	6	-13	12	3	-4	-6	20
COc1ccc(N(CC(=O)N2CCN(c3ccccc3)CC2)S(=O)(=O)c2ccccc2)cc1	0.5	4	1	6	0	-2	-4	-3	-5
CCc1ccccc1NNC(=O)CCc1ccccc1	-0.1	0	3	-5	13	-4	-3	-7	4
Cc1nnc(Sc2cc(C(=O)NCc3ccco3)c3ccccc3n2)s1	2.1	6	-2	5	6	11	-8	5	14
COc1ccc(N2CCN(C(=O)CCCCn3c(=O)[nH]c4ccsc4c3=O)CC2)cc1	-0.1	2	4	8	0	-7	0	1	-22
CC(C)(C)c1ccccc1OCC(=O)Nc1ncn[nH]1	0.7	0	-2	-11	-7	-2	0	4	8
O=C(Nc1cccnc1)c1ccccc1-c1ccccc1	0.9	0	-8	-29	0	-10	3	-4	22
Cc1c(NC(=O)c2ccccc2NC(=O)c2ccccc2)cccc1C(=O)O	-0.2	0	7	22	9	5	6	-6	-24
CCOC(=O)CSc1nnc(NCC(=O)OC(C)C)c(=O)[nH]1	-0.3	1	-3	-6	-9	-11	1	6	17
O=C(COc1ccccc1Cl)Nc1ccc(C(=O)O)cc1NC(=O)COc1ccccc1Cl	-0.2	0	-2	8	-3	0	-3	2	-14
CCN(CC)C(=O)COC(=O)c1cc(-c2ccco2)nc2ccccc12	4.4	17	1	2	17	-12	-20	-16	8
CC(C)CC(=O)N1CCN(S(=O)(=O)c2ccc(F)cc2)CC1	0.0	0	-2	-7	-7	-9	-3	-9	15
CC1(C)Cc2c(cnn2-c2cccc(F)c2)C(NC(=O)CSc2ccncc2)C1 (stereo unspecified)	1.1	3	-2	-4	17	1	-5	-4	8
Cc1[nH]c(C)c(S(=O)(=O)N2CCN(c3cccc(Cl)c3)CC2)c1C(=O)N1CCCC1	-0.6	3	-6	-12	-6	-16	-1	-5	-8
C[C@]12C(=O)N(c3ccc(Cl)cc3)C(=O)N1[C@H]1c3ccccc3OC[C@@H]1[C@H]2c1ccccc1	0.7	2	5	-14	6	-7	7	-3	8
COC(=O)c1nn(-c2ccc(F)cc2)ccc1=O	1.8	1	0	-11	1	-2	6	-1	16
Clc1cncc(Cl)c1N/N=C/c1ccccc1	1.4	0	-9	-12	5	-3	9	8	16
O=C(c1ccc(S(=O)(=O)Cc2cc(F)ccc2F)c([N+](=O)[O-])c1)N1CCOCC1	0.8	1	1	3	6	8	-4	-2	11
Cc1ccc(C2/C(=C(\O)c3c(C)nc4ccccn34)C(=O)C(=O)N2CCN(C)C)o1 (stereo unspecified)	0.2	0	2	-4	8	13	-7	-4	5
CCCCn1c(SCC(=O)N2c3ccccc3Sc3ccccc32)nc2c1c(=O)n(C)c(=O)n2C	0.0	1	-1	-3	-4	-14	-5	-2	6
COCCOC(=O)C1=C(C)Nc2nc(C)nn2C1c1ccc(F)cc1 (stereo unspecified)	0.3&0.0	0&0	1&0	0&-2	15&-4	-7&5	0&4	-3&1	-2&9
O=C(Oc1ccccc1)c1c(Cl)cccc1P(=O)(O)O	0.2	1	2	-2	-2	-6	1	8	13
Cc1ccc(S(=O)(=O)N2CCN(C(=O)CSc3nncs3)CC2)cc1	1.5	1	-1	-13	9	12	3	7	16
O=C(COc1ccc(Cl)cc1Cl)NCCN1CCCC1	-0.2	1	-2	6	6	2	1	0	-3
CC(=O)Nc1ccc(N=Cc2c(O)ccc3ccccc23)cc1	1.6	2	7	4	-2	-2	0	-5	-16
COC(=O)c1cc(NC(=S)N2CCN(C(=O)C3CCCO3)CC2)cc(C(=O)OC)c1 (stereo unspecified)	0.2	2	4	16	-9	3	5	-2	-19
COc1cccc(C2=CC(=O)C(C(C)(C)C)N2C(C)(C)C)c1 (stereo unspecified)	-0.1	-4	0	-15	-8	-25	-2	6	9
CCOC(=O)C1=CCN(S(=O)(=O)c2ccccc2)C1c1ccc(C)cc1 (stereo unspecified)	-0.1	-3	-3	11	18	-2	-10	-14	12
COc1ccccc1C(=O)COC(=O)c1cccc(-n2cnnn2)c1	2.7	6	1	-3	2	-2	-6	0	17
O=c1[nH]c2cc(F)ccc2c2ccc(F)cc12	-0.6	1	-2	-4	-9	-13	19*	-2	4
Cc1cccc([C@@H]2[C@@H]3C(=O)N(Cc4ccccc4)C(=O)[C@@H]3[C@]3(Cc4ccccc4)C(=O)N(c4cccc(F)c4)C(=O)N23)c1	-0.1	1	2	7	5	-7	9	0	-18
CN(Cc1ccccc1)C(=O)COC(=O)c1cc(=O)c2ccccc2o1	0.8	1	1	-13	-11	-11	18	9	14

Results in CHO-K1 Ca antag and M4 ag (two entries from above):
| smiles | CHO-K1 Ca antag | M4 ag |
| --- | --- | --- |
| COCCOC(=O)C1=C(C)Nc2nc(C)nn2C1c1ccc(F)cc1 (stereo unspecified) | 0&-2 | 0&0 |
| O=C(Oc1ccccc1)c1c(Cl)cccc1P(=O)(O)O | -2 | 1 |

The list goes on.
SMILES	CHO-K1 Ca ag	M4 ag	CHRM5 agonist	CHO-K1 Ca antag	M5 antag	CHRM4 antagonist	CHRM5 PAM	CHRM4 PAM	M1 PAM parental
C/C(CC(=O)Nc1ccc(Cl)c(C(F)(F)F)c1)=N\NC(=O)c1ccccc1O	3.5	4	1	4	23	3	-5	-1	-2
Cc1cc(C)c(C)c(S(=O)(=O)N(C)C2CCN(C)CC2)c1C	1.2	2	-7	-5	6	-7	-5	0	0
COc1ccc(Cl)cc1NC(=O)CN(C1CCCCC1)S(C)(=O)=O	0.2	1	-11	-7	7	2	-3	-3	-4
CCn1cc(CNC(=O)c2c(-c3c(Cl)cccc3Cl)noc2C)c(C)n1	0.0	1	0	-2	1	1	4	-1	21
CCCOc1ccc(NC2=CC(=O)CC(C)(C)C2)cc1	-0.2	1	0	-10	-8	0	0	1	0
CC1(C)CC2CC(C)(CN2S(=O)(=O)c2cccc(C(N)=O)c2)C1 (stereo unspecified)	0.9	1	1	-23	5	3	2	4	18
Cn1nc(C(=O)Nc2ccc(S(=O)(=O)N3CCOCC3)cc2)c2ccccc2c1=O	1.0	1	-7	-12	2	-9	11	5	15
O=C(CN1CCCC1)Nc1c2c(nc3ccccc13)N(Cc1ccccc1)CC2	0.0	1	-1	0	2	7	4	9	-4
O=S(=O)(c1ccc(NC(=S)NCc2ccco2)cc1)N1CCCC1	0.2	1	2	-9	6	1	17	8	-9

Compound activity deposited in PubChem by The Scripps Research Institute Molecular Screening Center.
